# T cell modulator – modulates CD8 T cell binding to vesicles. 2C CD8+ T cell-vesicle binding, flow cytometry; stronger effect = lower value. calls only at 7 µM. 0.068% of 330,000 active. AID 2052;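 active means response, share of CD8 T cells binding vesicles, and their 90th percentile fluorescence all below set limits, cut at about 80% in these data, passing the limit was not always enough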
#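 System: murine 2C transgenic CD8+ T lymphocytes; also added: QL9-loaded Drosophila micro-vesicles; times: binding 1.5 h at 37 °C; measured by: flow cytometry, PE anti-B7-1 (FL2) versus Alexa647 anti-CD8 (FL8), PFA-fixed; control set: Peptide-free naked vesicles (low) and QL9 vesicles with 0.7% DMSO vehicle (high)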
# T cell modulator vesicle-bound % – second read-out of T cell modulator, no call of its own (marks repeat the call); double positive events, %; measured here: CD8+ vesicle-bound cell fraction;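 binding gate set so that unloaded-vesicle control wells show 10% double positive cells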
# * hit, by the source's call; i = inactive.
# The first 7 compounds, ahead of the listing:
SMILES,T cell modulator,T cell modulator vesicle-bound %
Cc1ccc(S(=O)(=O)CC(=O)Nc2nnc(C(C)(C)C)s2)cc1,i,36
Cc1cccc(-n2c(SCC(=O)c3c(N)n(C4CC4)c(=O)[nH]c3=O)nnc2N2CCOCC2)c1,i,48
COc1ccc(C)cc1N(C(=O)c1ccco1)C(C(=O)NC1CCCC1)c1cc(OC)c(OC)c(OC)c1 (stereo unspecified),i,14
CC(C(=O)Nc1ccc(F)cc1Cl)N1CCN(S(=O)(=O)c2cccs2)CC1 (stereo unspecified),i,40
CCC1CCCCN1CCCNC(=O)Cn1cnc2sc(C)c(S(=O)(=O)N3CCC(C)CC3)c2c1=O (stereo unspecified),i,28
CCC1(CC)NC(=O)N(CC(=O)OCC(=O)Nc2ncc(Cl)cc2Cl)C1=O,i,39
Cc1nc2ccccc2n1CC(O)c1ccccc1 (stereo unspecified),i,32

# Results, previewed entries included:
SMILES,T cell modulator,T cell modulator vesicle-bound %
Cc1ccc(S(=O)(=O)CC(=O)Nc2nnc(C(C)(C)C)s2)cc1,i,36
Cc1cccc(-n2c(SCC(=O)c3c(N)n(C4CC4)c(=O)[nH]c3=O)nnc2N2CCOCC2)c1,i,48
COc1ccc(C)cc1N(C(=O)c1ccco1)C(C(=O)NC1CCCC1)c1cc(OC)c(OC)c(OC)c1 (stereo unspecified),i,14
CC(C(=O)Nc1ccc(F)cc1Cl)N1CCN(S(=O)(=O)c2cccs2)CC1 (stereo unspecified),i,40
CCC1CCCCN1CCCNC(=O)Cn1cnc2sc(C)c(S(=O)(=O)N3CCC(C)CC3)c2c1=O (stereo unspecified),i,28
CCC1(CC)NC(=O)N(CC(=O)OCC(=O)Nc2ncc(Cl)cc2Cl)C1=O,i,39
Cc1nc2ccccc2n1CC(O)c1ccccc1 (stereo unspecified),i,32
COc1cccc(C(=O)CC(C#N)c2ccc(F)cc2)c1 (stereo unspecified),i,51
CC1CCC(NC(=O)c2cc(Cl)nc3ccccc23)CC1 (stereo unspecified),i,36
Cc1cc(C)n2nc(C(=O)Nc3cc(S(=O)(=O)N4CCCCC4)ccc3C)nc2n1,i,46
COc1ccc(S(=O)(=O)NCc2cccnc2)c2ccccc12,i,43
CC(=O)N=C1C=CC(=CN(O)C(C)(C)Cc2ccccc2)C=C1,i,15
CC(=O)c1cccc(NC(=O)CN2C(=O)COc3ccc(S(=O)(=O)N4CCOCC4)cc32)c1,i,4
Cc1ccc2c(c1)N(CC(=O)Nc1c(C)cccc1C)C(=O)c1cccnc1O2,i,2
Cn1cnc(S(=O)(=O)N2CCN(C(c3ccc(F)cc3)c3ccc(F)cc3)CC2)c1,i,36
Cc1ccccc1C(=O)NCCOc1ccccc1Cl,i,55
COc1ccc(Cl)cc1S(=O)(=O)N1CCC(C(=O)NCc2ccccn2)CC1,i,51
CCCn1cc(CN2CCC(Oc3ccc(C(=O)N4CCCC4)cc3)CC2)c(C)n1,i,9
O=C(CCN1C(=O)/C(=C/c2ccc(Cl)cc2)SC1=S)Nc1cccc(C(=O)O)c1,i,66
CC1CN(C(=S)NC2CCCC2)CC(C)O1 (stereo unspecified),i,16
Cc1cc(C)cc(NC(=O)N2C3CCCC2CC(NC(=O)C2CC2)C3)c1 (stereo unspecified),i,17
COc1ccc(/[N+]([O-])=C/c2ccoc2)cc1,i,17
CCOC(=O)c1cnc2c(OC)cccc2c1N1CC(C)CC(C)C1 (stereo unspecified),i,27
Cc1ccc(C)c(S(=O)(=O)c2c(C)cc(C)nc2Cl)c1,i,57
O=C(c1ccco1)N1CCN(Cc2cc(=O)c(OCc3cccc(F)c3)co2)CC1,i,46
COc1ccc(/C=C/C(=O)Nc2cccc(S(=O)(=O)NC3=NCCCCC3)c2)c(OC)c1,i,28
Cc1cc(NC(=O)c2cccs2)ncc1NC(=O)C(C)(C)C,i,44
CC(C)(C)c1ccc(OCCCC(=O)NNC(=O)c2ccccc2O)cc1,i,45
Cc1cc(C(=O)NCC(=O)OCC(=O)NCC2CCCO2)ccc1[N+](=O)[O-] (stereo unspecified),i,46
COc1ccc(/C=C/C(=O)OCC(=O)c2c[nH]c3ccccc23)cc1,i,36
Cc1cc(C)cc(N(CC(=O)Nc2ccc(C(F)(F)F)cc2)S(=O)(=O)c2c(C)[nH]c(=O)[nH]c2=O)c1,i,9
COCCn1c(SCC(=O)Nc2c(C)n(C)n(-c3ccccc3)c2=O)nc2ccccc2c1=O,i,12
Cc1cc(C)cc(N2CC(O)Cn3c2nc2c3c(=O)[nH]c(=O)n2C)c1 (stereo unspecified),i,26
CSc1ccc(/C=C(/NC(=O)c2ccco2)C(=O)N2CCOCC2)cc1,i,73
COc1cccc(OC)c1C(=O)Nc1sc2c(c1C#N)CCC2,i,55
CC(=O)Nc1ccc(S(=O)(=O)Nc2ccccc2C(=O)N2CCCCCC2)cc1,i,62
O=C(O)CN1C(=O)C(=O)N(Cc2ccc(C(F)(F)F)cc2)C1=O,i,56
COc1ccc2c3n([n+]([O-])c2c1)CCN=C3c1ccc(Cl)cc1,i,56
COCCN(C(=O)C1=COCCO1)c1c(N)n(CC(C)C)c(=O)[nH]c1=O,i,7
O=C1C=C(c2cc(F)ccc2F)C[C@@H](c2ccc(Cl)cc2)C1,i,24

# Four entries from above, field by field:
O=C(O)CN1C(=O)C(=O)N(Cc2ccc(C(F)(F)F)cc2)C1=O
  T cell modulator: i; T cell modulator vesicle-bound %: 56
COc1ccc2c3n([n+]([O-])c2c1)CCN=C3c1ccc(Cl)cc1
  T cell modulator: i; T cell modulator vesicle-bound %: 56
COCCN(C(=O)C1=COCCO1)c1c(N)n(CC(C)C)c(=O)[nH]c1=O
  T cell modulator: i; T cell modulator vesicle-bound %: 7
O=C1C=C(c2cc(F)ccc2F)C[C@@H](c2ccc(Cl)cc2)C1
  T cell modulator: i; T cell modulator vesicle-bound %: 24

# Further structures follow:
SMILES,T cell modulator,T cell modulator vesicle-bound %
Cc1nc(CCNC(=O)CC2C(=O)NCCN2Cc2ccccc2)sc1C (stereo unspecified),i,7
CSCC[C@H](NC(=O)c1cccc(S(=O)(=O)N2CCCCCC2)c1)c1nc2ccccc2[nH]1,i,24
N[C@@H](Cc1ccccc1)C(=O)N1CCOCC1,i,57
COc1cccc(NS(=O)(=O)c2ccc3c(c2)N(C(C)=O)CCS3)c1,i,33
Cc1cccc(NC(=O)[C@H](NC(=O)[C@@H]2Cc3ccccc3CN2)c2ccccc2)c1,i,9
CCOC(=O)c1c(C)[nH]c(C(=O)COc2ccc3ccc(=O)oc3c2)c1C,i,55
CCCN1C(=O)CC(=O)N=C1SCC(=O)Nc1ccccc1F,i,31
O=C(COc1ccccc1F)NCCc1ccc2c(c1)OCCO2,i,55
CN(C)c1ccc(NC(=O)C2C3C=CC(C3)C2C(=O)O)cc1 (stereo unspecified),i,27
COc1cccc(Nc2nc3ccccc3nc2NS(=O)(=O)c2ccc(NC(C)=O)cc2)c1,i,64
NS(=O)(=O)c1cccc(NC(=O)CN2CCN(S(=O)(=O)c3ccc4c(c3)OCCO4)CC2)c1,i,37
C[C@@H]1CCCCCCCCC(=O)OCCN(C(=O)OC(C)(C)C)[C@H](C)CCCCCCCCC(=O)OCCN1C(=O)OC(C)(C)C,i,27
Cc1nnc(SCC(=O)Nc2cccnc2Cl)s1,i,39
Cn1cc(S(=O)(=O)NC2CCCCC2)c(=O)n(C)c1=O,i,43
COc1ccccc1CNC(=O)[C@H](C)NC(=O)C1CCN(C(=O)[C@@H]2CCCN2C(=O)OC(C)(C)C)CC1,i,26
Cc1ccc(S(=O)(=O)N(C)c2ccc(C(=O)NCC(c3ccco3)N(C)C)cc2)cc1 (stereo unspecified),i,43
O=C1CSC(=S)N1c1cccc(F)c1,i,48
O=C(COC(=O)c1ccc(F)c(S(=O)(=O)N2CCOCC2)c1)NCc1ccc2c(c1)OCO2,i,51
Cc1ccc(OCc2n[nH]c(=S)n2-c2ccc(Br)cc2)cc1,i,61
Cc1ccc(C(=O)OCC(=O)N2CC(C)CC(C)C2)cc1S(=O)(=O)N1CCOCC1 (stereo unspecified),i,5
COCCn1c(SCC(=O)NCc2ccc(OC)c(OC)c2)nc2ccccc21,i,16
COC(=O)c1cc(NC(=O)c2c(C)noc2C)ccc1N1CCOCC1,i,17
Cc1nn(C)cc1S(=O)(=O)N1CCN(c2ccc(F)cc2)CC1,i,41
Cc1cc(C)c(NC(=O)CNC(=O)COC(=O)CN2C(=O)NC3(CCCC3)C2=O)c(C)c1,i,32
CN(C)S(=O)(=O)c1cccc(C(=O)NCCNC(=O)c2cccc(S(=O)(=O)N(C)C)c2)c1,i,27
O=C1c2ccccc2NC(c2cccc(O)c2)N1O (stereo unspecified),i,42
CCc1ccc(OCC(=O)Nc2ccc(N3CCN(C(=O)c4ccccc4)CC3)cc2)cc1,i,26
CC(=O)c1c(C)[nH]c(C(=O)NNC(=O)c2ccc(C)cc2)c1C,i,49
C=CCOc1cccc(/C=C\c2nc(O)c([N+](=O)[O-])c(=O)[nH]2)c1,i,12
Cc1ncsc1CCC(=O)N1CCCC(Nc2ccc(C(C)C)cc2)C1 (stereo unspecified),i,15
O=C1CN(C(=O)c2c(F)cccc2F)C(c2ccc(F)cc2)c2cc(F)ccc2N1 (stereo unspecified),i,61
CCOc1ccc(C(=O)Nc2ccc(NC(=O)c3ccccc3)c(C)c2)cc1[N+](=O)[O-],i,54
COc1ccc(CCCNC(=O)C2CCC(=O)N(CC3CCCCC3)C2)cc1 (stereo unspecified),i,29
O=C(CCNC(=O)c1ccccc1Cl)NCCC1=CCCCC1,i,32
CCOC(=O)c1c(CSc2ccccc2)n(C)c2cc(Br)c(OC)c(O)c12,i,53
CN(c1ccccc1C(=O)Nc1ccc2ccccc2c1)S(C)(=O)=O,i,38
O=C1NC(Cc2c[nH]c3ccccc23)C(=O)N1Cc1ccccc1 (stereo unspecified),i,22
CC(C)c1ccccc1NC(=O)C1CC(=O)N(C2CCCC2)C1 (stereo unspecified),i,14
COC(=O)COc1c(Cl)cc(C(c2c(C)[nH][nH]c2=O)c2c(C)[nH][nH]c2=O)cc1OC,i,33
CCCn1c(=O)[nH]c(=O)c2c1nc(-c1ccc(C(F)(F)F)cc1)n2CCOC,i,22
O=C(Nc1cccc(S(=O)(=O)N2CCCC2)c1)c1ccncc1,i,66
COc1ccc(CCNC(=O)C2CCN(C(=O)c3ccc(C(C)(C)C)cc3)CC2)cc1,i,46
O=C(Nc1ncc([N+](=O)[O-])s1)c1ccc2c(c1)OCO2,i,44
O=C(O)CCC(=O)Nc1cccc(-c2nc3ccccc3o2)c1,i,54
CCCCNC(=O)CN(Cc1ccco1)S(=O)(=O)c1ccc(C(C)=O)cc1,i,46
Cc1cccc(NC(=O)CSCC(=O)Nc2ccccc2N2CCCCC2)c1,i,19
COc1ccc(C(=O)CN2C(=O)c3ccccc3C2=O)c(OC)c1,i,63
O=C(CS(=O)(=O)Cc1ccccc1)NCCc1ccc(F)cc1,i,8
Cc1ccccc1CN1[C@@H]2c3ccccc3C[C@@H]2OCCS1(=O)=O,i,55
Cc1ccc(NC2CCCN(C(=O)c3cccc(-c4ncc[nH]4)c3)C2)cc1C (stereo unspecified),i,9
CC1(C)CC(=O)N(c2ccc(Cl)c(Cl)c2)C(=O)C1,i,44
COc1ccc(-c2cc3c(=O)n(CC(=O)N4CCCCC4)ncn3n2)cc1,i,58
O=C(CNC(=O)C1CCCCC1)NNC(=O)c1ccccc1Br,i,15
O=C(NCCN1CCOCC1)c1ccc(S(=O)(=O)Nc2ccccc2)cc1,i,48
Cc1ccnc(NS(=O)(=O)c2ccc(NC(=O)c3oc4ccccc4c3C)cc2)n1,i,14
Cc1ccc(C(=O)Nc2ccccc2N2CCCC2)cc1,i,68
CN(c1ccccc1)S(=O)(=O)c1cc(C(=O)N2CCN(c3ncccn3)CC2)ccc1Cl,i,15
O=C(Cc1ccccc1[N+](=O)[O-])NNC(=O)c1ccncc1,i,11
CC(=O)Nc1ccc(S(=O)(=O)NCCC(=O)Nc2cccc(Cl)c2)cc1,i,26
CC(C)N(Cc1ccccc1)C(=O)CN1c2cccc3cccc(c23)S1(=O)=O,i,48
# The list continues:
SMILES,T cell modulator,T cell modulator vesicle-bound %
O=C(Nc1ccccc1C(=O)NC1CCCCC1)c1ccccc1,i,23
COc1cc2c(cc1OC)C(C)N(C(=O)c1ccc(Cl)c(S(=O)(=O)N3CCCCC3)c1)CC2 (stereo unspecified),i,12
CCCS(=O)(=O)N1CCCC(C(=O)Oc2ccc(C)c(C)c2)C1 (stereo unspecified),i,55
CCOc1ccccc1Nc1nc(-c2cccnc2)cs1,i,52
CCCN(Cc1nnc(-c2ccccc2Cl)o1)C(=O)c1cccc(S(=O)(=O)N2CCOCC2)c1,i,65
CN(CC(=O)Nc1cc(Cl)cc(Cl)c1)Cc1cccs1,i,43
Cc1ccc(S(=O)(=O)N(CC(=O)NCc2ccncc2)Cc2ccccc2F)cc1,i,42
O=C(CN(CC1CCCO1)C(=O)CNS(=O)(=O)c1ccc(F)cc1)NCCc1ccccc1 (stereo unspecified),i,26
CC1CCN(C(=O)CSc2ccc(-c3cccnc3)nn2)CC1,i,8
COc1ccc(-c2oc3ccccc3c2C(=O)OCc2ccccc2)cc1,i,26
C#CCOCCOCCOCCNc1nc(N2CCN(C(=O)[C@H](CO)n3cc([C@@H](N)C(C)C)nn3)CC2)nc(N2CCN(C(=O)[C@H](CCCCN)n3cc([C@@H](N)[C@H](C)CC)nn3)CC2)n1,i,8
O=C(NCC1CC1)Nc1cccc(Cl)c1,i,52
CCOP(=O)(OCC)c1ccc2c(c1)C(=O)c1ccccc1CC2,i,33
Cc1nnc(SCC(=O)Nc2ccc([N+](=O)[O-])cc2)n1CC1CCCO1 (stereo unspecified),i,5
CC(C)C[C@@H](CO)N1CCN(CCc2ccccc2)CCC1=O,i,22

# These rows are one share of the data (hit frequency here may not be typical).
